HP1b chromo inh = HP1-beta chromodomain-methylated histone interaction inhibition; P83916; AlphaScreen HP1-beta / biotin-H3K9me3 peptide binding; Potency, µM (highest dose often 114 µM), for inactives: at the top dose activity change, negative = inhibition, most hits filed as inhibitors; 390,000 compounds, 0.56% hits; also: potency is read from the fitted curve at half-maximal effect; nearly all actives have a fitted effect of over 70% in size; inactives centre near 23
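AlphaScreen: HP1-beta (50 nM) preformed 30 min with biotin-H3(1-18)K9me3 peptide (50 nM) in PBS pH 7.4, 0.01% Tween-20. Compound added for 30 min at RT, then streptavidin donor/nickel chelate acceptor beads (10 ug/mL) for 30 min.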
G9a block = G9a (human) methyltransferase inhibition. Q96KQ7. G9a H3K9 monomethylation, AlphaScreen, 2 h. Potency, µM (top dose mostly 102 µM), without a hit: top-dose activity, negative = inhibition, actives largely listed as inhibitors. 350,000 compounds, 8.8% hits. AID 504332; also: potency is read from the fitted curve at half-maximal effect; % is scaled to controls: 0 for no effect and ±100 for the full control effect; nearly all actives have a fitted effect of over 75% in size
Target sequence (Q96KQ7 913-1193 limits assumed): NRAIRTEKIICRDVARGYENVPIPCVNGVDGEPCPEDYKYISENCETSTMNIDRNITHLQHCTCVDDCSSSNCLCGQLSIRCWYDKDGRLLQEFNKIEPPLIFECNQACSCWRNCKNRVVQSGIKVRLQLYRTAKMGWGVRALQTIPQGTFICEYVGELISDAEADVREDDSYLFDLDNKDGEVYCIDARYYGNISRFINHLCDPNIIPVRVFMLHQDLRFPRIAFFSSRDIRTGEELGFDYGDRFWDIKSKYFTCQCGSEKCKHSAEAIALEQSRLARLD
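G9a (20 nM) preincubated 15 min RT with compounds, then 500 nM biotinylated H3K9 peptide and 20 uM SAM added; 2 h RT reaction. Monomethyl-H3K9 product detected by AlphaScreen with anti-H3K9me1 antibody, streptavidin donor and anti-rabbit IgG acceptor beads.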
RGS4 inh = inhibitors of human regulator of G protein signaling 4 | 390,000 compounds, 0.039% hits | Transcreener GDP fluorescence polarization, RGS4-accelerated GTP hydrolysis | P49798 | Potency, µM (top dose mostly 114 µM), without a hit: at the highest dose activity change, negative = inhibition, usual class: inhibitors; also: potency is read from the fitted curve at half-maximal effect; % is scaled to controls: 0 for no effect and ±100 for the full control effect; nearly all actives have a fitted effect of over 75% in size; some results filed as inactive show a strong effect at the top dose
Target sequence (P49798 whole entry, looked up): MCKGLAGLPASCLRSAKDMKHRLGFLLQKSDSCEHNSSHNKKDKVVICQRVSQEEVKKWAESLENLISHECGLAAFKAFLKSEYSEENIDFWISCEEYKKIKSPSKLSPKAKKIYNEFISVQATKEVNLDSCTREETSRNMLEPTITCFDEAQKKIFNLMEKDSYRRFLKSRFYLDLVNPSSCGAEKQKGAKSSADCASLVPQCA
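MLSMR compounds (23 nl, pin-transferred) preincubated 10 min at room temperature with a 500nM (2x) first reagent, then RGS4 at 900nM (2x) plus Transcreener GDP mix added; fluorescence polarization (620/688 nm) read before and after 90 min at 30 °C.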
12-LOX inh = inhibitors of human 12S-lipoxygenase ALOX12; AID 1671190; P18054; Potency, µM (titrated, usually from 108 µM), inactives show at the top dose activity change, negative = inhibition, usual class: inhibitors; purified 12hLO, xylenol orange hydroperoxide absorbance; 580,000 compounds, 1.1% hits; also: potency is read from the fitted curve at half-maximal effect; % is scaled to controls: 0 for no effect and ±100 for the full control effect
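Hydroperoxide product was detected by ferrous iron/xylenol orange as the 573 to 405 nm absorbance ratio. Arachidonic acid at 40 uM (final) was turned over for 30 min at room temperature by 150 nM human 12hLO, pH 7.0 Hepes buffer, after 15 min compound preincubation.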
PI4K2A block = blocks human PI4K2A kinase activity; purified PI4K2A, ADP-Glo luminescence, 1 h; stronger effect = lower value; activity change, negative = inhibition, % at 76.9 µM; 420,000 compounds, 0.13% hits; AID 1346378; in the data active = activity change below about -50%; inconclusive = mostly about -30% to -49%;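 also: -100% = wells without enzyme as full effect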
Target sequence (Q9BTU6 whole entry, looked up): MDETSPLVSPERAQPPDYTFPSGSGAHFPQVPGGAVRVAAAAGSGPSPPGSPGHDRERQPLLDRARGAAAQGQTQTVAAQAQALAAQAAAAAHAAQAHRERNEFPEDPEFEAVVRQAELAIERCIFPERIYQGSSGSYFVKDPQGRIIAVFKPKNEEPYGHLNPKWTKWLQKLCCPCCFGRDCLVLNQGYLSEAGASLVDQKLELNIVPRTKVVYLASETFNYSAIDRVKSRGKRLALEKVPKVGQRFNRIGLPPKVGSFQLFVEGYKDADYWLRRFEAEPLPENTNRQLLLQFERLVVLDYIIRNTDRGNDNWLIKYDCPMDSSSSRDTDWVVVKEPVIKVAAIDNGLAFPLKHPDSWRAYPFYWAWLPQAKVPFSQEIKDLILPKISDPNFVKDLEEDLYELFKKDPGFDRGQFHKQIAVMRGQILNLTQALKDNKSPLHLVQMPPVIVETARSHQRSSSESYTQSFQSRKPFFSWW
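In this quantitative HTS, ADP production by PI4K2A was quantified luminescently after 1 h at ambient temperature; 100 microM adenosine served as plate-quality control.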
ERG Ets-DNA blk = blocks human ERG Ets domain binding to DNA. fluorescence polarization, His-ERG Ets domain / labelled DNA. AID 624246. 370,000 compounds, 0.028% hits. Potency, µM (top dose mostly 76.9 µM), without a hit: at the highest dose FP activity, negative = inhibition, actives largely listed as inhibitors; active = well fitted inhibition curve with a large enough effect in the polarisation, with a control signal flat; inconclusive = small, poorly fitted or top-dose-only effect, or effect the other way, or a change in a side signal; inactive = no such curve, though single readings can be large or run the other way; the % refers to the polarisation;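 also: polarization taken with two DNA probes labelled with fluorescein and Texas red; potency is read from the fitted curve at half-maximal effect; % of control where 0% means no effect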
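His-tagged ERG Ets domain (1 uM in the protein solution; 300mM KCl, 50mM Tris-HCl, 1mM EDTA, 1mM DTT, pH 7.5) received compound, then a probe mix of 5 nM fluorescein-DNA and 100nM Texas-615-DNA. Fluorescence polarization was read for both dyes.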
JMJD2A Tudor inh = inhibitors of human JMJD2A Tudor domain; O75164; AlphaScreen JMJD2A-Tudor / H3K4me3 peptide binding; Potency, µM (titrated, usually from 114 µM), inactives show at the top dose activity change, negative = inhibition, hits mostly inhibitors; 390,000 compounds, 4.4% hits; also: potency is read from the fitted curve at half-maximal effect; % is scaled to controls: 0 for no effect and ±100 for the full control effect; nearly all actives have a fitted effect of over 50% in size
BAZ2B block = BAZ2B (human) inhibition | Potency, µM (highest dose often 114 µM), for the others: at the highest dose activity change, negative = inhibition, actives largely listed as inhibitors | Q9UIF8 | 360,000 compounds, 4.4% hits | AlphaScreen BAZ2B-H3K14Ac peptide displacement; also: potency is read from the fitted curve at half-maximal effect; % is scaled to controls: 0 for no effect and ±100 for the full control effect; nearly all actives have a fitted effect of over 60% in size
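Complex of BAZ2B and biotin-H3K14Ac (50 nM apiece) forms over 30 min at RT, then faces library compounds up to 110 uM for another 30 min; AlphaScreen beads added, 20 min dark incubation, luminescence read.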
GLS inh = glutaminase GLS (human) inhibition; Potency, µM (highest dose often 45.5 µM), inactives show at the top dose activity change, negative = inhibition, usual class: inhibitors; 410,000 compounds, 0.21% hits; GLS enzymatic activity, qHTS titration; AID 624170; O94925; also: potency is read from the fitted curve at half-maximal effect; % is scaled to controls: 0 for no effect and ±100 for the full control effect
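hKGA in 45 mM KH2PO4 (pH 8.2), 0.02% Tween-20 with compound, then 1mM L-Glutamine (stock as added) plus glutamate oxidase/HRP/Amplex red coupling mix. Fluorescence read initially and after 30 min at RT; signal change reflects glutamate formation.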
The depositor's hits bear a star; ? = inconclusive; · = no result given; & = joins results of further samples; [ ] = another dose, or the depositor's remark. Unless noted, calls follow the shape of the dose curve; as a rule, active = well fitted curve in the direction sought with a large enough effect; inconclusive = small, poorly fitted or top-dose-only effect, or another doubt; inactive = no such curve, though single readings can be large; an effect the other way counts as inactive or inconclusive. Not all compounds are listed, so the mix of outcomes need not match the whole.

HP1b chromo inh,SMILES,G9a block,RGS4 inh,12-LOX inh,PI4K2A block,ERG Ets-DNA blk,JMJD2A Tudor inh,BAZ2B block,GLS inh
2%,Cc1ccc(Cn2ncc3c(N4CCN(CCc5ccccc5)CC4)ncnc32)cc1,·,20%,24%,6,-12%,-11%,-3%,20%
?,CN(C)S(=O)(=O)c1cccc(NC(=S)Nc2cccc3cnccc23)c1,·,?,?,?,-5%,-35%,18%,16%
16%,CN(C(=O)c1cccnc1)c1nc(-c2ccccc2)cs1,8%,7%,-1%,0,7%,-6%,7%,4%
35%,CN1CCc2nc(SCC(=O)Nc3ccc(Cl)cc3)c(C#N)cc2C1,·,-5%,5.6µM*,-2,4%,-11%,·,-1%
34%,C=CCOc1ccc(/C=N/NC(=O)c2c(C)nc3ccc(Cl)cn23)cc1,36%,14%,1%,-4,7%,-27%,-2%,14%
31%,CC(C(=O)NCCC1=CCCCC1)c1ccc([N+](=O)[O-])cc1 (configuration not stated),?,-5%,-15%,-10,-5%,-6%,-3%,-5%
38%,CN=C1S/C(=C\c2c(OC)cc(OC)cc2OC)C(=O)N1C,-4%,-14%,-12%,-3,4%,-5%,-1%,-9%
26%,CCOC(=O)N1CCN(CC(O)COc2ccccc2[N+](=O)[O-])CC1 (configuration not stated),-20%[2.33 µM],-8%,?,-3,-2%,-9%,-21%,5%
5%,Cc1ccc(CN2CCN(C(=O)C3CCCO3)CC2)cc1 (configuration not stated),?,-46%,-15%,11,-11%,-17%,11%,1%
37%,CCOC(=O)c1sc(-c2ccc(OC)cc2)cc1N,-34%[12.7 µM],4%,3%,-13,4%,-7%,9%,11%
21%,COc1ccc(-c2nc3n(n2)C(c2ccc(OC)cc2)C(C(=O)Nc2cccnc2)=C(C)N3)cc1 (configuration not stated),3%[59 µM],8%,-16%,-2,3%,-13%,3%,3%
16%,O=C(CCCNC(=O)/C(=C/c1ccccc1F)NC(=O)c1ccccc1)OCc1ccccc1,?,-10%,-2%,-4,5%,6%,12%,-12%
-37%,COc1ccc(Nc2c(-c3ccc(Cl)cc3)nc3cnccn23)cc1OC,13µM*,-26%,?,1,4%,56µM*,45µM*,9%
-23%,CCCn1cnc2cc(NCc3cccc(OC)c3)ccc21,-4%[12.7 µM],-32%,12%,5,-3%,?,?,5%
7%,C=CCn1c(CCc2ccccc2)nnc1SCC(N)=O,9%,-14%,4%,-1,-6%,-13%,4%,10%
110%[activator],Cc1cc(C)nc(SCc2nnc(SCc3ccccc3Cl)o2)n1,26%[12.7 µM],-24%,-4%,5,-5%,46%[activator],43%[activator],-10%
28%,COc1ccc(C2/C(=C(/O)c3ccc(C)cc3)C(=O)C(=O)N2CC2CCCO2)cc1OC (configuration not stated),18%[12.7 µM],28%,?,4,0%,-2%,-9%,?
24%,Cc1ccn2c(C(=O)c3ccc(Cl)cc3)cnc2c1,10%,-21%,-4%,-4,-4%,-9%,1%,5%
8%,COCCNC(=O)C(c1cccs1)N(Cc1cccs1)C(=O)Cn1nnc2ccccc21 (configuration not stated),-1%[59 µM],-11%[11.4 µM],0%,-3,7%,-2%[11.4 µM],-2%,-10%
44%,O=C(NCC(=O)N(Cc1cccs1)C(C(=O)NC1CCCCC1)c1cccnc1)c1ccco1 (configuration not stated),13%[59 µM],-36%,-2%,-8,-2%,-34%,1%,-10%
20%,CC1CC(C)CN(C(=O)CSc2nnc(-c3ccco3)o2)C1 (configuration not stated),11%,-32%,-13%,2,8%,5%,-3%,5%
28%,O=C(N/N=C/c1ccco1)c1cc(Br)ccc1OCc1ccccc1,-5%[59 µM],-5%,-4%,-19,-5%,-20%,0%,16%
2%,Cc1ccc(Cl)cc1N1CCN(C(=O)CCCCCn2c(=O)[nH]c3ccccc3c2=O)CC1,1%[59 µM],-3%,?,2,-1%,?,-20%,-11%
10%,CC1Cc2cc(S(=O)(=O)NCCc3ccccc3)ccc2N1C(=O)C1CCC1 (configuration not stated),11%[59 µM],-9%,-12%,-8,0%,-19%,2%,12%
3%,CN(C1CCCCC1)S(=O)(=O)c1cccc(C(=O)OCC(=O)NC2CCCc3ccccc32)c1 (configuration not stated),1%[59 µM],11%,-8%,2,-7%,-21%,6%,0%
26%,CCOc1ccc(-c2ccc(SCC)nn2)cc1,-6%,-6%,-3%,?,3%,15%,1%,0%
14%,CCc1ccc(NC(=O)c2ccc(F)c(S(=O)(=O)N3CCN(c4cc(C)ccc4C)CC3)c2)cc1,0%[59 µM],15%,-18%,-6,-3%,-12%,-2%,9%
15%,CC(=O)N1N=C(c2ccc3nccnc3c2)CC1c1ccccc1 (configuration not stated),9%,11%,12%,3,-16%,6%,4%,-3%
-1%,COc1ccc(N=C2S/C(=C\c3ccc(C)s3)C(=O)N2CC(C)C)cc1,-8%,-6%,51%[activator],-2,-2%,-27%,-35%,1%
23%,OC1(C#Cc2c(-c3ccsc3)oc3ccc(N4CCOCC4)cc23)CCCCC1,·,6%,-10%,-2,-4%,-27%,·,9%

One compound at a time (already shown).
CN(C1CCCCC1)S(=O)(=O)c1cccc(C(=O)OCC(=O)NC2CCCc3ccccc32)c1 (configuration not stated) is listed with HP1b chromo inh: 3%; G9a block: 1%[59 µM]; RGS4 inh: 11%; 12-LOX inh: -8%; PI4K2A block: 2; ERG Ets-DNA blk: -7%; JMJD2A Tudor inh: -21%; BAZ2B block: 6%; GLS inh: 0%
O=C(N/N=C/c1ccco1)c1cc(Br)ccc1OCc1ccccc1 is listed with HP1b chromo inh: 28%; G9a block: -5%[59 µM]; RGS4 inh: -5%; 12-LOX inh: -4%; PI4K2A block: -19; ERG Ets-DNA blk: -5%; JMJD2A Tudor inh: -20%; BAZ2B block: 0%; GLS inh: 16%
COCCNC(=O)C(c1cccs1)N(Cc1cccs1)C(=O)Cn1nnc2ccccc21 (configuration not stated) is listed with HP1b chromo inh: 8%; G9a block: -1%[59 µM]; RGS4 inh: -11%[11.4 µM]; 12-LOX inh: 0%; PI4K2A block: -3; ERG Ets-DNA blk: 7%; JMJD2A Tudor inh: -2%[11.4 µM]; BAZ2B block: -2%; GLS inh: -10%

Results in GLS inh, ERG Ets-DNA blk and HP1b chromo inh, for some of the entries so far:
SMILES | GLS inh | ERG Ets-DNA blk | HP1b chromo inh
O=C(NCC(=O)N(Cc1cccs1)C(C(=O)NC1CCCCC1)c1cccnc1)c1ccco1 (configuration not stated) | -10% | -2% | 44%
O=C(N/N=C/c1ccco1)c1cc(Br)ccc1OCc1ccccc1 | 16% | -5% | 28%
CC(=O)N1N=C(c2ccc3nccnc3c2)CC1c1ccccc1 (configuration not stated) | -3% | -16% | 15%

New compounds follow.
HP1b chromo inh,SMILES,G9a block,RGS4 inh,12-LOX inh,PI4K2A block,ERG Ets-DNA blk,JMJD2A Tudor inh,BAZ2B block,GLS inh
-5%,COc1ccc(NC(=O)CN(C)C(=O)CCCc2c[nH]c3ccccc23)cc1,45µM*,3%,1%,1,4%,?,?,-2%
19%,Cc1ccc(C2(C)NC(=O)N(CC(=O)NNC(=O)c3ccccc3F)C2=O)cc1 (configuration not stated),29%[59 µM],4%,413%[activator],-7,·,-3%,-8%,17%
?,Oc1ccc(C2CNCc3sccc32)cc1O (configuration not stated),3µM*,-20%[56.9 µM],?,-4&4,11%,50µM*,15%,?
34%,C/C=C(/C)C(=O)O[C@@H]1c2c(ccc3ccc(=O)oc23)O[C@@H]1C(C)(C)OC(C)=O,24%,19%,2%,-1,14%,-10%,4%,2%
46%[activator],CCOC(=O)c1ccc(-n2nc(C)cc2C)cc1,12%,22%,-29%,0,9%,1%,0%,5%
39%[activator],CC(C)(C)C(=O)Nc1ccc2c(c1)OCCOCCOc1cc(NC(=O)C(C)(C)C)ccc1OCCOCCO2,3%,-6%,10%,0,-8%,-8%,-12%,-7%
21%,Cc1ccc(C)c(NC(=O)CSc2ccc(-c3cccs3)nn2)c1,16%[59 µM],-4%,-26%,1,13%,-2%,-33%,4%
10%,CCCCOc1ccc(CSC(=N)N)cc1[N+](=O)[O-],7%[12.7 µM],-4%,0%,-5,9%,-23%,6%,1%
39%[activator],CC(=O)Oc1c(C)cc(Cl)cc1C(=O)Nc1ccc([N+](=O)[O-])cc1Cl,8%[59 µM],-8%[11.4 µM],-15%,6,-7%,5%,-24%,-9%

Screens deposited in PubChem BioAssay by National Center for Advancing Translational Sciences (NCATS).
